Screening results deposited in PubChem BioAssay by NMMLSC.
Bim-Bcl-W: disrupts Bim peptide binding to human Bcl-W. Q92843. bead-based flow cytometry. inhibition, % at 10 µM. hit rate 0.02% among 190,000;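 note: 0% = bound tracer without compound and 100% = peptide blocker; higher means less fluorescent Bim peptide bound to Bcl-W beads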
Target sequence (Q92843 whole entry, looked up): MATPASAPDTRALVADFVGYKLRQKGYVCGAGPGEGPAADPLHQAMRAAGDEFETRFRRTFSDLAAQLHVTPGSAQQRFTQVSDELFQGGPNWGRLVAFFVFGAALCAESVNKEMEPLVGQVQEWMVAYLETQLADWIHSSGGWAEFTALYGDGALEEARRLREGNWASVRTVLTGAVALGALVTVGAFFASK
Bim-Bcl-2: human Bim-Bcl-2 interaction inhibition; P10415; Bead-based flow cytometry, Bim peptide-Bcl-2 binding; inhibition, % at 10 µM; hit rate 0.06% among 190,000; in the data active = inhibition above about 40%; inconclusive = no clear call, values can overlap the other calls;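 note: 0% = no compound wells with probe peptide and 100% = reference peptide inhibitor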
Target sequence (P10415 whole entry, looked up): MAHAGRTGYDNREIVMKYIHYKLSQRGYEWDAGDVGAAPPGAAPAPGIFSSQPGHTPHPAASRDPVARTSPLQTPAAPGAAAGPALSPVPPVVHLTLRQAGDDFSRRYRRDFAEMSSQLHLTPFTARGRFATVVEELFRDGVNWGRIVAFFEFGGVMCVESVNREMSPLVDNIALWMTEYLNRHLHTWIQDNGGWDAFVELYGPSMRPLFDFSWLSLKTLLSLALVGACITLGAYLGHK
RGS4-Gao reg: human RGS4-Galphao interaction regulation | binding response (% of control), % at 10 µM | AID 1415 | P09471 | Multiplexed bead flow cytometry, RGS4-Galphao binding; actives lie on both sides | hit rate 0.33% among 220,000; in the data active = binding response below about 49% or above about 150%; inactive = in between;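 note: fluorescent Galphao activated with aluminum fluoride binding bead-coupled RGS4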
RGS8-Gao reg: regulators of human RGS8-Galphao interaction. P09471. multiplexed bead flow cytometry, RGS8-Galphao binding; actives lie on both sides. response (percent of control binding), % at 10 µM. hit rate 0.34% among 220,000. AID 1423; in the data active = response below about 60% or above about 140%; inactive = in between;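 note: Galphao activated as the GDP aluminium fluoride complex binding bead-coupled RGS8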
Bim-Bcl-B: inhibitors of Bim-Bcl-B interaction, human; bead-based flow cytometry, Bim peptide-Bcl-B binding; hit rate 0.073% among 190,000; Q9HD36; inhibition, % at 10 µM;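 note: 0% = tracer peptide without compound and 100% = reference inhibitor peptide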
Target sequence (Q9HD36 whole entry, looked up): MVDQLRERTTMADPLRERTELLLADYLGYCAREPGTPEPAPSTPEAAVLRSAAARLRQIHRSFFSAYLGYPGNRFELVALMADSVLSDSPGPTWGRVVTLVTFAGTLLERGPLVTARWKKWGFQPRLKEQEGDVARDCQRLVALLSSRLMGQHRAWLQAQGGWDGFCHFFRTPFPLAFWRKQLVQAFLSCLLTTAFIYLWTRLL
GSH fluor: compound fluoresces at 488/530 nm on GSH beads | hit rate 0.25% among 190,000 | fluorescence (KMESF) at 10 µM | GSH beads flow cytometry, compound fluorescence 488/530 nm; hits give high values; in the data active = fluorescence above about 89;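 note: glutathione beads carrying GST-tagged Bcl family fusion proteins plus one bare bead set; values are compound well signal with DMSO vehicle wells as background; inactives centre near 16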
Bfl-1 Bim block: inhibitors of Bim-Bfl-1 interaction, human; AID 1008; Q16548; inhibition, % at 10 µM; Bead-based flow cytometry, Bim-Bfl-1 binding inhibition; hit rate 0.12% among 190,000;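 note: 0% = wells without compound plus tracer and 100% = blocker peptide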
ABCG2 block: inhibitors of human ABCG2 transporter, ABCB1 counter-screen. IgMXP3 cells, JC-1 efflux, flow cytometry. Q9UNQ0. hit rate 0.1% among 190,000. inhibition, % at 6.6 µM. AID 1325;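 active = inhibition above 80%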;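 note: 0% = DMSO and 100% = nicardipine control wells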
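material = IgMXP3 (ABCG2) plus far-red-tagged CCRF-Adr (ABCB1) cells | amount = 3 million cells/mL, equal mix of both lines | also added = JC-1 transporter substrate | dosing = one concentration, 6.6 µM final | schedule = 10 min at 25 °C | measured by = flow cytometric JC-1 green MFI at 530 nm | read-out basis = percent efflux inhibition, scaled nicardipine 100% to DMSO 0%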
RGS7-Gao: human RGS7-Galphao interaction regulation | binding response (% of control), % at 10 µM | P09471 | hit rate 0.35% among 220,000 | Multiplexed bead flow cytometry, RGS7-Galphao binding; actives lie on both sides; in the data active = binding response below about 49% or above about 150%; inconclusive = no clear call, values can overlap the other calls; inactive = in between;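 note: fluorescent Galphao held in activated GDP-AlF4 state binding bead-coupled RGS7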
ABCB1 block: blocks JC-1 efflux by human ABCB1 transporter; inhibition, % at 6.6 µM; hit rate 0.067% among 190,000; CCRF-Adr cells, flow cytometry; in the data active = inhibition above about 40%;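 note: 0% = vehicle and 100% = reference inhibitor; higher value means more JC-1 retained so stronger ABCB1 efflux block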
Bim-Bcl-XL: human Bim-Bcl-XL interaction inhibition | Q07817 | inhibition, % at 10 µM | AID 1007 | hit rate 0.04% among 190,000 | Bim peptide-Bcl-XL binding, bead flow cytometry, fluorescence
Target sequence (Q07817 whole entry, looked up): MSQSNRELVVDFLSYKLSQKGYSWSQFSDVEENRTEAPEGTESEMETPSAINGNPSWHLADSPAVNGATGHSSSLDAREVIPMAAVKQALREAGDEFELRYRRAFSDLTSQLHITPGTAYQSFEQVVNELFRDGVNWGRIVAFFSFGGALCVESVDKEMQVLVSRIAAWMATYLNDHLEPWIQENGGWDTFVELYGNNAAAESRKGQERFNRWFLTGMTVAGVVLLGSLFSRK
An asterisk follows results filed as active; u = inconclusive. Cut-off read from the data, not from the text of the source, unless noted: active = inhibition above about 40%.

Results follow in this order: Bim-Bcl-W, Bim-Bcl-2, RGS4-Gao reg, RGS8-Gao reg, Bim-Bcl-B, GSH fluor, Bfl-1 Bim block, ABCG2 block, RGS7-Gao, ABCB1 block, Bim-Bcl-XL
(1) O=S(=O)(Nc1ccccc1N1CCOCC1)c1ccc(Cl)s1
    1, -8, 103, 106, -4, 266*, -9, 1, 107, 0.2, 6
(2) CCOC(=O)c1c(C)[nH]c(C(=O)OCC(=O)NC(C)(C)C)c1C
    0, -2, 107, 100, 1, 68, 0, 1, 106, 0.0, -1
(3) Cc1cccc(OCC(=O)Nc2nc3ccc([N+](=O)[O-])cc3s2)c1C
    0, -2, 99, 98, 1, 14, 1, -1, 98, -0.5, -1
(4) Cc1noc(C)c1C(=O)OCC(=O)Nc1ccc(C(N)=O)cc1
    1, -7, 100, 99, -3, 13, -7, 9, u, 0.8, 0
(5) COC(=O)c1cc(NC(=O)c2nccnc2C(=O)O)cc(C(=O)OC)c1
    1, -7, 100, 101, -4, 23, -9, 3, 101, 0.5, -1
(6) COc1ccc(/C=c2/sc3n(c2=O)NC2(c4ccccc4)N(C)C(=O)N(C)C2(c2ccccc2)N=3)cc1 (stereo not drawn)
    0, -6, 102, 102, -7, 34, -7, 9, 101, 16, 1
(7) c1ccc(CN2CCN(c3nc(-c4ccccn4)nc4ccccc34)CC2)cc1
    -1, -7, 95, 95, -9, 30, -16, 33, 96, 48*, -6
(8) Cc1ccc(S(=O)(=O)Nc2cccc(-c3cn4ccsc4n3)c2)cc1
    -1, -11, 102, 100, -8, 21, -13, 5, 102, 1.3, -6
(9) Cn1nnc2cc(NC(=O)N3CC4(C)CC3CC(C)(C)C4)ccc21 (stereo not drawn)
    1, -3, 99, 101, -2, 11, -9, 0, 97, 0.1, 2
(10) COC(=O)CSc1nc2ccc(NC(=O)CSc3nnnn3Cc3ccccc3)cc2s1
    0, -14, 90, 97, -14, 10, -9, -2, 94, -0.7, -7
(11) O=C1NC(=S)S/C1=C/c1ccc(Oc2cnccn2)cc1
    -2, 0, 99, 100, -1, 13, -5, 2, 101, 0.1, 1
(12) COc1cccc(NC(=O)C(OC(=O)c2ccc([N+](=O)[O-])o2)c2ccccc2)c1 (stereo not drawn)
    0, -5, 90, 94, -6, 6, -2, 15, 95, 2.0, -4
(13) CC(=O)c1cc(F)ccc1OCC(=O)N1CCN(c2ccc(F)cc2)CC1
    -7, -5, 99, 101, -3, 7, -7, 2, 99, 0.2, -4
(14) Cc1ccc(NC(=O)CSc2nnc(C3CCCCC3)n2N)cc1F
    4, 6, 99, 99, 4, 6, 4, 4, 97, 1.8, 0
(15) COC(=O)c1ccccc1NC(=O)CSc1nccn1C
    0, -7, 84, 90, -6, 39, -9, 1, 86, 0.2, 2
(16) CSCC[C@@H](C(=O)O)N1Cc2ccccc2C1=O
    2, -7, 104, 103, -4, 21, -10, 1, 102, 0.3, -5
(17) CCc1nc2ccc(C(=O)NCc3ccccc3)cc2nc1CC
    1, 0, 98, 97, -2, 17, -4, 22, 94, 1.9, 2
(18) O=C(/C=C/c1ccccc1)N1CCC[C@H]1CO
    -3, -1, 103, 105, -5, 18, 0, -3, 104, 0.3, -5
(19) O=C(O)CCCCCN1C(=O)C(O)=C(C(=O)/C=C/c2ccccc2)C1c1cccc([N+](=O)[O-])c1 (stereo not drawn)
    0, -1, 99, 99, -1, 13, -7, 7, 97, 0.7, -2
(20) O=C(COC(=O)c1ccc([N+](=O)[O-])s1)NC(c1ccccc1)c1ccccc1
    -2, 0, 96, 103, -4, 4, 1, 3, 96, 0.1, -3
(21) Cc1ccc(OCc2cn3cccnc3n2)cc1
    21, 17, 98, 95, 58*, 2, 7, 1, 96, -0.1, 25
(22) CN=C(Nc1ccc(C(=O)OC)cc1)SC1CC(=O)N(c2ccccc2F)C1=O (stereo not drawn)
    2, -7, 103, 102, -9, 17, -9, 5, 109, 0.8, -1
(23) CCC(=O)N1CCN(CCN=CC2=C(O)CC(c3cccs3)CC2=O)CC1 (stereo not drawn)
    1, 1, 103, 99, -1, 10, -1, 2, 104, 0.6, -4
(24) C/C(CC(=O)Nc1cccc2c1CCCC2)=N\NC(=O)COc1ccccc1
    -1, -1, 101, 103, -3, 8, -2, -3, 101, -0.3, -4
(25) COc1ccccc1-c1csc(NC(=O)c2ccc(N3C(=O)CCC3=O)cc2)n1
    -2, -3, 102, 104, -3, 25, -4, 2, 101, 0.3, 0
(26) CCOC(=O)CN1C(=O)CN(c2ccc(C)c(C)c2)C1=O
    -5, -9, 100, 102, -11, 16, -13, 2, 98, 0.1, -6
(27) CCC(C)C(=O)Nc1nc(C)c(-c2csc(Nc3ccc(Cl)cc3)n2)s1 (stereo not drawn)
    0, -13, 104, 102, -12, 33, -14, -1, 102, -0.2, -8
(28) CCOC(=O)COc1ccc(C)cc1-c1ccno1
    -2, 4, 103, 107, 0, 16, 0, 2, 104, 0.3, -7
(29) COc1ccc(C2C3=C(CC(C)(C)CC3=O)OC(N)=C2[N+](=O)[O-])cc1 (stereo not drawn)
    0, -1, 104, 101, -5, 5, 0, 0, 104, -0.1, -2
(30) Cc1c(-n2cc(C(=O)c3cc(Br)ccc3O)cc(C#N)c2=O)c(=O)n(-c2ccccc2)n1C
    -1, -2, 102, 101, -3, 68, -1, 3, 100, 0.6, -2

Rewritten field by field: four of the compounds above
#8 Cc1ccc(S(=O)(=O)Nc2cccc(-c3cn4ccsc4n3)c2)cc1
  Bim-Bcl-W: -1
  Bim-Bcl-2: -11
  RGS4-Gao reg: 102
  RGS8-Gao reg: 100
  Bim-Bcl-B: -8
  GSH fluor: 21
  Bfl-1 Bim block: -13
  ABCG2 block: 5
  RGS7-Gao: 102
  ABCB1 block: 1.3
  Bim-Bcl-XL: -6
#9 Cn1nnc2cc(NC(=O)N3CC4(C)CC3CC(C)(C)C4)ccc21 (stereo not drawn)
  Bim-Bcl-W: 1
  Bim-Bcl-2: -3
  RGS4-Gao reg: 99
  RGS8-Gao reg: 101
  Bim-Bcl-B: -2
  GSH fluor: 11
  Bfl-1 Bim block: -9
  ABCG2 block: 0
  RGS7-Gao: 97
  ABCB1 block: 0.1
  Bim-Bcl-XL: 2
#10 COC(=O)CSc1nc2ccc(NC(=O)CSc3nnnn3Cc3ccccc3)cc2s1
  Bim-Bcl-W: 0
  Bim-Bcl-2: -14
  RGS4-Gao reg: 90
  RGS8-Gao reg: 97
  Bim-Bcl-B: -14
  GSH fluor: 10
  Bfl-1 Bim block: -9
  ABCG2 block: -2
  RGS7-Gao: 94
  ABCB1 block: -0.7
  Bim-Bcl-XL: -7
#11 O=C1NC(=S)S/C1=C/c1ccc(Oc2cnccn2)cc1
  Bim-Bcl-W: -2
  Bim-Bcl-2: 0
  RGS4-Gao reg: 99
  RGS8-Gao reg: 100
  Bim-Bcl-B: -1
  GSH fluor: 13
  Bfl-1 Bim block: -5
  ABCG2 block: 2
  RGS7-Gao: 101
  ABCB1 block: 0.1
  Bim-Bcl-XL: 1

(more compounds)
Results follow in this order: Bim-Bcl-W, Bim-Bcl-2, RGS4-Gao reg, RGS8-Gao reg, Bim-Bcl-B, GSH fluor, Bfl-1 Bim block, ABCG2 block, RGS7-Gao, ABCB1 block, Bim-Bcl-XL
(31) O=C(NCCN1CCCCC1)Nc1ccc(F)c(Cl)c1
    -1, -1, 108, 102, -3, 50, -6, 10, 105, 1.4, -3
(32) CC(=O)N1c2ccccc2NC2=C(C(=O)CCC2)C1c1ccc(F)cc1 (stereo not drawn)
    0, -7, 101, 101, -8, 52, -15, 9, 98, 1.2, -4
(33) CN(C(=O)CSc1nc2cc([N+](=O)[O-])ccc2n1-c1ccc(F)cc1)C1CCS(=O)(=O)C1 (stereo not drawn)
    -2, 0, 103, 101, -12, 6, 2, 12, 103, 0.6, -2
(34) Cc1nc2ncnn2c(C)c1Cc1ccccc1Cl
    0, -3, 106, 103, -5, 21, -7, 1, 103, 0.5, 0
(35) Cc1cc2c(cc1C)NC(c1nc3ccccc3[nH]1)C1=C(CC(C)(C)CC1=O)N2 (stereo not drawn)
    -1, -3, 103, 101, -3, 14, -3, 3, 102, 0.8, -3
(36) CCC(C)COC(=O)c1ccc(C(=O)O)cc1 (stereo not drawn)
    -2, 0, 95, 96, -1, 17, -2, 2, 93, 0.1, -2
(37) COc1cc(/C=C2/NC(=O)N(CC(=O)Nc3cccc(C)c3)C2=O)ccc1OCC(N)=O
    -3, -7, 104, 102, -3, 15, -6, -1, 96, -0.2, 0
(38) O=[N+]([O-])c1cccc(Nc2c3ccccc3nc3ccccc23)c1
    0, -5, 101, 100, -5, 14, -6, -2, 100, -0.8, -4
(39) O=C(Cn1ncc2c1-c1ccccc1OC2)N(Cc1ccco1)C1CCCCC1
    2, -6, 100, 100, -1, 20, -6, 4, 97, 1.3, 1
(40) COc1ccccc1OCC(=O)N1CCN(c2ccccc2OC)CC1
    -1, -10, 101, 100, -12, 29, -13, 6, 99, 1.8, -5
(41) CSc1ccc(/C=C(\NC(=O)c2ccc(C)cc2)C(=O)Nc2cccc(C)c2)cc1
    -5, -4, 94, 98, -4, 10, -18, -2, 96, -0.1, -7
(42) Cc1c(Cl)c(C(=O)NNC(=S)NCc2ccco2)nn1C
    -3, -1, 104, 104, -41, 15, 6, -1, 107, -0.2, -2
(43) Cc1c(Cl)cnn1CC(=O)NC1C(=O)N2C(C(=O)O)=C(CSc3nnnn3C)CSC12 (stereo not drawn)
    0, -4, 101, 99, -15, 14, 0, 1, 98, -0.2, 0
(44) O=C1CN(C(=O)c2ccc(Br)o2)C(c2ccccc2)c2cc(Br)ccc2N1 (stereo not drawn)
    -3, -11, 100, 99, -8, 13, -14, 5, 100, 3.6, -2
(45) O=C(NC(=S)NCCN1CCOCC1)c1ccccc1
    -6, -4, 100, 101, -8, 13, -8, -1, 92, 0.0, -7
(46) CC1N(C)c2cccc3cccc(c23)N1C
    29, 12, 95, 91, 2, 16, 43*, 3, 95, 1.7, 9
(47) Cc1cc(C)n2nc(SC(C)C(=O)NCc3ccco3)nc2n1 (stereo not drawn)
    -3, -1, 107, 103, -1, 53, -1, -1, 103, -0.2, -4
(48) Cc1[nH]nc(-c2ccc(OCc3cnn(-c4ccccc4)c3)cc2O)c1Oc1ccc(Cl)cc1
    -4, -15, 102, 101, -9, 38, -22, -10, 102, -0.5, -9
(49) O=C(CSc1nnc(-c2cccs2)n1Cc1ccco1)Nc1ccc2c(c1)OCO2
    0, -7, 100, 100, -12, 12, -11, 38, 97, 1.6, -5
(50) O=C(N[C@@H](Cc1c[nH]c2ccccc12)C(=O)NC1CC1)c1ccccc1Cl
    -2, -1, 105, 99, -4, 12, 0, 1, 101, 6.9, -6
(51) CCN(CC)C(=O)CCc1nnc(CCc2c[nH]c3ccccc23)o1
    -3, -1, 102, 104, -6, 14, -5, 1, 102, 0.3, -1
(52) COc1ccc(CN(CC2CCC(C(=O)O)CC2)C(=S)Nc2cc(C)ccc2C)cc1 (stereo not drawn)
    0, 0, 100, 99, -2, 19, 0, 0, 99, -0.2, 0
